DENV2 CPE = protects cells from dengue virus 2 cytopathic effect; AID 651640; 1.7% of 350,000 active; DENV2-infected cells, cytopathic effect rescue, plate reader; CPE inhibition, % at 9.99 µM; in the data active = CPE inhibition above about 20%, passing the limit was not always enough; inconclusive = no clear call, values can overlap the other calls; tested in BHK-21 cells;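 note: 0% = median of neutral control wells and 100% = median of positive control wells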
INS-1E GSIS act = GLuc luminescence reporter in INS-1E cells, primary screen for activators of glucose-dependent secretion of insulin | INS-1E GLuc reporter insulin secretion, 2-3 h | activation, % at 16.6 µM | 0.61% of 370,000 active | AID 743287;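 active = lowest replicate activation of at least 40%, so every replicate reaches that level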;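 note: 0% = median of neutral control wells and 100% = median of IBMX positive control wells; some compounds called inactive have numbers as strong as hits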
FN deposit inh = fibronectin deposition inhibition. AH1F fibroblasts, Alexa488-fibronectin deposition fluorescence, overnight. inhibition, % at 12.6 µM. 0.086% of 350,000 active;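 active = mean inhibition across replicates of 30% or more, regardless of how many single replicates reach that level; inconclusive = mean under 30% yet at least half of replicates reach 30%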;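 note: positive control wells lacked labelled fibronectin entirely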
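Material: AH1F fibroblasts assembling fluorescent fibronectin matrix; amount: 10000 AH1F cells/well; medium: DMEM, 2% serum; reagent: Alexa488-fibronectin, 24 nM final in well; dosing: single compound dose, delivered by pin transfer; incubation: 1 h adhesion, overnight exposure; detection: fluorescence after three HBSS washes, excitation 485 nm, emission 525 nm; measure: fibronectin deposition inhibition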
EWS-Fli inh = inhibitors of EWS/Fli oncoprotein transcriptional activity; A673 NR0B1-luciferase reporter, viability-normalised; inhibition, % at 12.6 µM; 0.67% of 350,000 active; AID 651661;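 active = mean inhibition of at least 50% after viability correction, with every replicate also passing that limit; inconclusive = mean reaches 50% but only one of two replicates passes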;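 note: firefly luciferase signal divided by Alamar Blue viability fluorescence both relative to DMSO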
CFTR F508del cor = correctors of CFTR F508del function in bronchial epithelial cells | CFBE cells, YFP halide quenching; stimulated with forskolin plus potentiator P3; % fluorescence drop versus neutral controls | activity (quench increase), % at 7.58 µM | 0.36% of 350,000 active;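 active = mean added fluorescence quench of at least 8% versus neutral control, with both replicates also reaching 8%; inconclusive = only one of the mean or replicate conditions met; inactive = mean below 8% and not both replicates reaching 8%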;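 note: cells transiently co-express mutant CFTR-F508del with the halide-sensitive YFP; corrector assay measuring rescue of mutant channel to the surface after 24 h compound exposure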
miR122 inh = blocks miR-122 activity in Huh7 sensor cells; Huh7 miR-122 Renilla luciferase sensor, 48 h; neutral wells = 0, positive control = 100; activation (reporter increase), % at 12.5 µM; 0.3% of 340,000 active;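 active = mean replicate activation score at least 90 and every replicate individually at or above 90; inconclusive = only one of the two criteria met; inactive = neither criterion met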;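 note: higher luciferase means less miR-122 activity so hits act as miR-122 inhibitors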
PAX8 inh HTS = inhibitors of PAX8 transcriptional activity in RMG-I cells | RMG-I TPO-luciferase reporter, SteadyGlo, 24 h | inhibition, % at 12.6 µM | 1.2% of 360,000 active | AID 652154;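 active = mean replicate inhibition at least 60% with every replicate also reaching 60%; inconclusive = only one of the two criteria is met; inactive = mean below 60% and not all replicates reaching 60%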;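 note: luciferase light reporting Pax8 driven TPO promoter activity; plate controls were median of neutral control wells for no effect and mitoxantrone controls for full effect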
* marks the source's active call; other numbers are inactive results; ? = inconclusive; · = not tested or not shown; [ ] = another dose, or the depositor's remark.

Assay codes: A = DENV2 CPE; B = INS-1E GSIS act; C = FN deposit inh; D = EWS-Fli inh; E = CFTR F508del cor; F = miR122 inh; G = PAX8 inh HTS
O=C(NCCCNC(=O)c1ccccn1)c1ccc(F)cc1
  A: 8	B: -17	C: -2	D: -5	E: 2.3	F: -2	G: -2
C[C@]12CCC3c4ccc(OCC(=O)O)cc4CCC3C1CCC2=O (some centres not stated)
  A: 17	B: 9	C: -4	D: 11	E: -0.1	F: -18	G: 9
O=C(O)C(c1ccccc1)C(O)C1CC=CCC1 (configuration not stated)
  A: 11	B: 1	C: 11	D: -4	E: -5.0	F: -4	G: -6
Fc1ccccc1/C=N/n1c(-c2cccnc2)n[nH]c1=S
  A: 3	B: -5	C: -1	D: -5	E: 0.2	F: ·	G: 3
COc1ccc(CNC(=O)N(C)C[C@H]2OCc3ccccc3-c3ccccc3C(=O)N([C@@H](C)CO)C[C@H]2C)cc1
  A: -2	B: -5	C: 2	D: 7	E: -1.2	F: ·	G: 20
COc1ccccc1-c1ccc([C@H]2[C@@H](C#N)N(C(=O)C3CC3)[C@H]2CO)cc1
  A: 3	B: 8	C: 3	D: -21	E: 3.2	F: ·	G: -18
CCC(C)/C(C)=N/NC(=O)c1ccccc1OCCOc1ccccc1 (configuration not stated)
  A: -3	B: 1	C: 5	D: -3	E: -2.8	F: -3	G: 24
Cc1ccc(NC(=O)c2cc3cccc([N+](=O)[O-])c3[nH]2)cc1
  A: -1	B: -11	C: 1	D: -161	E: ·	F: ·	G: -122
CCCCCCn1cc(CN2CC(N3CCSCC3)CS2(=O)=O)nn1 (configuration not stated)
  A: -8	B: -11	C: -1	D: -1	E: 0.9	F: ·	G: -15
O=C(CNC(=O)c1ccccc1Cl)N/N=C/C=C/c1ccccc1
  A: 0	B: -7	C: -13	D: -11	E: 0.7	F: ·	G: -26
C[C@@H]1CN([C@@H](C)CO)S(=O)(=O)c2ccc(-c3ccc(F)cc3)cc2O[C@@H]1CN(C)C(=O)c1ccccc1F
  A: 13	B: -17	C: -13	D: -2	E: -1.4	F: 24[16.7 µM]	G: ·
O=C(C[C@@H]1CC[C@H](NS(=O)(=O)c2ccc(F)cc2)[C@H](CO)O1)N1CCN(c2ccccc2)CC1
  A: 0	B: -4	C: 3	D: 1	E: -1.6	F: ·	G: 5
COC(=O)N/N=C/c1cn(Cc2ccccc2F)c2ccccc12
  A: -5	B: ·	C: -3	D: 7	E: -0.6	F: 19	G: 26
CC(=O)Nc1ccc(S(=O)(=O)N2CCN(c3nnnn3-c3ccccc3)CC2)cc1
  A: -5	B: 7	C: -7	D: -5	E: -1.8	F: ·	G: -4
Cc1cc(NC(=O)c2c(F)cccc2Cl)no1
  A: 4	B: 10	C: 3	D: -4	E: 0.2	F: ·	G: -4
N#C[C@H]1[C@@H](c2ccccc2C2=CCCC2)[C@H](CO)N1C(=O)Cc1ccncc1
  A: -6	B: -8	C: -17	D: 8	E: 0.6	F: ·	G: -18
O=C(C[C@@H]1CC[C@@H](NC(=O)c2ccncc2)[C@@H](CO)O1)NCCc1ccncc1
  A: -3	B: 16	C: 6	D: -8	E: -3.0	F: ·	G: -14
CN(CC(=O)Nc1ccccc1Br)C(=O)c1cccc([N+](=O)[O-])c1
  A: 2	B: 22	C: -2	D: 0	E: -0.6	F: -6	G: 7
Cn1c(N)c(N=Nc2ccc(S(N)(=O)=O)cc2)c(=O)n(C)c1=O
  A: 1	B: 1	C: 0	D: -10	E: 1.6	F: ·	G: -10
CN(C)C1(CNC(=O)c2cccc(S(=O)(=O)Nc3ccc(Br)cc3)c2)CCCCC1
  A: 7	B: -29	C: 2	D: -5	E: 2.3	F: 1	G: -2
O=C(C[C@H]1CC[C@H]2[C@@H](COC[C@@H](O)CN2C(=O)Nc2ccc(Cl)c(Cl)c2)O1)NC1CCC1
  A: -1	B: -13	C: -17	D: -16	E: -0.8	F: 2[16.7 µM]	G: -6
Cc1c(OCC(N)=O)ccc2c(-c3ccccc3)cc(=O)oc12
  A: 0	B: 6	C: 6	D: 9	E: 3.5	F: -1	G: 10
COc1cnc(-c2ccccn2)nc1Sc1ccccc1Cl
  A: ·	B: ·	C: 9	D: ·	E: ·	F: -39	G: -12
CC1(C)Cc2cccc(OCC(=O)N3CCN(c4ccccc4Cl)CC3)c2O1
  A: -7	B: -43	C: -5	D: 2	E: 3.1	F: -9	G: 28
CN(C)c1c(F)cc(C(=O)NCc2ccccc2)cc1F
  A: -7	B: 2	C: 2	D: 3	E: 1.5	F: ·	G: -9
COc1ccc(-c2cc(C(=O)OCC(=O)NC(C)C)c3ccccc3n2)cc1
  A: 3	B: -3	C: -4	D: -18	E: -4.9	F: ·	G: -47
CC(=O)Nc1sc(NC(=O)c2ccccc2)nc1-c1cccs1
  A: 6	B: 9	C: ·	D: -11	E: -0.5	F: -3	G: ·
CN(C)C(CNC(=O)CN1C(=O)NC2(CCc3ccccc32)C1=O)c1ccco1 (configuration not stated)
  A: ·	B: ·	C: 4	D: ·	E: ·	F: 0	G: -5
CCn1c(SCC(=O)N/N=C/c2ccc(O)c(OC)c2)nc2ccccc21
  A: -1	B: 5	C: ·	D: 9	E: 8.3*	F: ·	G: 2
Cc1cc(C)nc(N(C#N)CN2C(=O)c3ccccc3C2=O)n1
  A: 9	B: 27	C: ·	D: -10	E: -0.5	F: -2	G: ·
CCCOc1ccc(CSC(=N)N)cc1C(=O)OC
  A: 4	B: 18	C: 2	D: 3	E: 2.7	F: ·	G: -9
Cc1cccc(C(C#N)c2ccc(Cl)nn2)c1 (configuration not stated)
  A: -3	B: 8	C: 2	D: 5	E: 4.0	F: 41	G: 17
O=C(Nc1cccc(F)c1)N1CC(=O)N2[C@@H](CO)[C@@H](c3ccc(C#Cc4cccnc4)cc3)[C@@H]2C1
  A: -5	B: 6	C: ·	D: ·	E: -5.4	F: ·	G: ·
COc1ccccc1-c1c(C)nn2c(C)cc(C)nc12
  A: -3	B: 11	C: -4	D: 6	E: 3.7	F: 1	G: 12
CC(O)CN1CCN(C(=O)CN2C(=O)NC(c3ccccc3)(c3ccccc3)C2=O)CC1 (configuration not stated)
  A: 1	B: ·	C: 1	D: -6	E: ·	F: 3	G: 22
CN(C)CCCNC(=O)[C@H]1[C@H](CO)[C@H]2Cn3c(ccc(-c4ccccc4)c3=O)[C@@H]1N2C(=O)CC1CC1
  A: -1	B: 5	C: ·	D: -7	E: ·	F: ·	G: 3
Cc1ccc(S(=O)(=O)Nc2ccc3c(c2)C(=O)N([C@@H](C)CO)C[C@@H](C)[C@H](CN(C)S(=O)(=O)c2c(C)noc2C)OCCCC[C@H](C)O3)cc1
  A: -15	B: 17	C: -5	D: 2	E: -4.1	F: 12[16.7 µM]	G: 4
O=C(O)c1ccc(/C=C/C(=O)c2ccc3c(c2)OCCCO3)cc1
  A: -2	B: -9	C: 4	D: 2	E: -2.1	F: 3	G: 0
C[C@H]1COc2cc(N3CCN(Cc4ccccc4F)CC3)ccc2S(=O)(=O)N1
  A: -1	B: 0	C: -2	D: -2	E: 0.0	F: ·	G: -5
C(CNC1C2CC3CC(C2)CC1C3)CN1CCOCC1 (configuration not stated)
  A: 1	B: 22	C: 5	D: 9	E: -0.8	F: 5	G: 3
C[C@H]1CN([C@@H](C)CO)C(=O)Cc2cc(NC(=O)CCCN(C)C)ccc2O[C@H]1CN(C)S(=O)(=O)c1ccc(F)cc1
  A: 14	B: 15	C: 4	D: 2	E: -0.8	F: 3[16.7 µM]	G: -12
Cc1cccc(NC(=S)NNC(=O)c2cc3c(s2)CCC(C)C3)c1C (configuration not stated)
  A: -1	B: -7	C: 8	D: 2	E: 1.5	F: ·	G: 7
O=C(Nc1ccc2c(c1)OCO2)c1ccc2nc([C@@H]3O[C@H](CO)[C@H](O)[C@H](O)[C@H]3O)[nH]c2c1
  A: 1	B: ·	C: 7	D: -2	E: -4.2	F: 0	G: 6
O=C(Nc1cc(C(F)(F)F)ccc1N1CCOCC1)C1CC1
  A: 0	B: 30	C: ·	D: -4	E: 1.2	F: ·	G: -16
CCOc1ccc(-c2cc(N)n(S(=O)(=O)c3ccc(OC)c(OC)c3)n2)cc1
  A: 8	B: 0	C: 7	D: 14	E: 1.4	F: ?	G: 16
CN(C)c1ncnc2c1ncn2C1CCCO1 (configuration not stated)
  A: 3	B: 30	C: 2	D: 7	E: 2.2	F: -3	G: 4
CCOc1cc(-n2ncc(C#N)c2N)nc(SC)n1
  A: ·	B: ·	C: 9	D: ·	E: ·	F: 6	G: -7
CN(Cc1ccccc1)c1nc(-c2cccc([N+](=O)[O-])c2)nc2ccccc12
  A: ·	B: -15	C: 4	D: -4	E: -0.7	F: 62	G: 5
CC(O)CNc1nc2ccccc2n1CC(=O)NC12CC3CC(CC(C3)C1)C2 (configuration not stated)
  A: 0	B: -27	C: 3	D: 7	E: 0.3	F: ·	G: 0
CS(=O)(=O)Nc1ccc2c(c1)[C@H]1C[C@H](CC(=O)N3CCCCC3)O[C@@H](CO)[C@H]1O2
  A: -3	B: 1	C: -4	D: 2	E: -1.7	F: 7[16.7 µM]	G: -16
Cc1ccc(S(=O)(=O)Nc2ccc3c(c2)CC(=O)N([C@@H](C)CO)C[C@H](C)[C@@H](CN(C)CC2CC2)O3)cc1
  A: ?	B: 20	C: ·	D: -4	E: 1.5	F: 0[16.7 µM]	G: 9
CCC(=O)N1CC2(C1)CN(Cc1cccc(OC)c1)[C@H](CO)c1[nH]c3cc(OC)ccc3c12
  A: 4	B: 15	C: ·	D: 7	E: 1.3	F: ·	G: ·

Structural class, the compounds so far containing a Cl atom (six)
Assay codes: A = DENV2 CPE; B = INS-1E GSIS act; C = FN deposit inh; D = EWS-Fli inh; E = CFTR F508del cor; F = miR122 inh; G = PAX8 inh HTS
O=C(CNC(=O)c1ccccc1Cl)N/N=C/C=C/c1ccccc1
  A: 0	B: -7	C: -13	D: -11	E: 0.7	F: ·	G: -26
Cc1cc(NC(=O)c2c(F)cccc2Cl)no1
  A: 4	B: 10	C: 3	D: -4	E: 0.2	F: ·	G: -4
O=C(C[C@H]1CC[C@H]2[C@@H](COC[C@@H](O)CN2C(=O)Nc2ccc(Cl)c(Cl)c2)O1)NC1CCC1
  A: -1	B: -13	C: -17	D: -16	E: -0.8	F: 2[16.7 µM]	G: -6
COc1cnc(-c2ccccn2)nc1Sc1ccccc1Cl
  A: ·	B: ·	C: 9	D: ·	E: ·	F: -39	G: -12
CC1(C)Cc2cccc(OCC(=O)N3CCN(c4ccccc4Cl)CC3)c2O1
  A: -7	B: -43	C: -5	D: 2	E: 3.1	F: -9	G: 28
Cc1cccc(C(C#N)c2ccc(Cl)nn2)c1 (configuration not stated)
  A: -3	B: 8	C: 2	D: 5	E: 4.0	F: 41	G: 17
